POLI inh: inhibitors of human DNA polymerase iota; AID 588590; 1% of 390,000 active; Pol iota fluorescent replication assay, 10 min; Potency, µM (top dose mostly 115 µM), for inactives: at the highest dose activity, negative = inhibition, hits mostly inhibitors; Q9UNA4; also: potency is read from the fitted curve at half-maximal effect
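Pol iota at 10 nM preincubated 15 min with compounds at room temperature; reaction started with fluorescent substrate, 50 nM final. Fluorescence read kinetically at 0 and 10 min; buffer-only wells as negative control.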
LDHA inh: blocks human lactate dehydrogenase A; P00338; purified LDHA, NADH/diaphorase-resazurin fluorescence; hits give low values; activity change, % (values are at about 110 or 230 µM); 0.15% of 480,000 active; in the data active = activity change below about -30%; inconclusive = mostly about -25% to -30%;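 also: plate controls were DMSO wells for no effect and wells without enzyme for full effect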
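Resorufin fluorescence (ex540/em590), read at 0 and 20 min after diaphorase/resazurin addition, reports the NADH left after a 5 min room-temperature reaction of 2 nM human LDH5 with 0.06 mM NADH and 0.2 mM pyruvate.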
APEX1 inh: inhibitors of human APE1 endonuclease; P27695; recombinant APE1, TAMRA/BHQ-2 abasic DNA cleavage fluorescence; Potency, µM (titrated, usually from 65.8 µM), without a hit: at the highest dose activity change, negative = inhibition, usual class: inhibitors; 0.35% of 350,000 active; AID 2517;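 also: potency is read from the fitted curve at half-maximal effect; plate controls were vehicle for no effect and reference inhibitor for full effect; nearly all actives have a fitted effect of over 55% in size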
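Quantitative HTS: incision of a TAMRA/BHQ-2 double-stranded substrate bearing a tetrahydrofuran abasic site by 0.75 nM APE1 raises fluorescence. Substrate 50 nM final, added after 15 min compound preincubation at room temperature; progress as third-minus-first kinetic read difference.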
Pol kappa inh: blocks human DNA polymerase kappa activity; purified Pol kappa, fluorescent DNA synthesis assay, 10 min; Potency, µM (highest dose often 107 µM), for inactives: at the top dose activity, negative = inhibition, most hits filed as inhibitors; 0.53% of 400,000 active; AID 588579; also: potency is read from the fitted curve at half-maximal effect; % is scaled to controls: 0 for no effect and ±100 for the full control effect
Target sequence (Q9UBT6 whole entry, looked up): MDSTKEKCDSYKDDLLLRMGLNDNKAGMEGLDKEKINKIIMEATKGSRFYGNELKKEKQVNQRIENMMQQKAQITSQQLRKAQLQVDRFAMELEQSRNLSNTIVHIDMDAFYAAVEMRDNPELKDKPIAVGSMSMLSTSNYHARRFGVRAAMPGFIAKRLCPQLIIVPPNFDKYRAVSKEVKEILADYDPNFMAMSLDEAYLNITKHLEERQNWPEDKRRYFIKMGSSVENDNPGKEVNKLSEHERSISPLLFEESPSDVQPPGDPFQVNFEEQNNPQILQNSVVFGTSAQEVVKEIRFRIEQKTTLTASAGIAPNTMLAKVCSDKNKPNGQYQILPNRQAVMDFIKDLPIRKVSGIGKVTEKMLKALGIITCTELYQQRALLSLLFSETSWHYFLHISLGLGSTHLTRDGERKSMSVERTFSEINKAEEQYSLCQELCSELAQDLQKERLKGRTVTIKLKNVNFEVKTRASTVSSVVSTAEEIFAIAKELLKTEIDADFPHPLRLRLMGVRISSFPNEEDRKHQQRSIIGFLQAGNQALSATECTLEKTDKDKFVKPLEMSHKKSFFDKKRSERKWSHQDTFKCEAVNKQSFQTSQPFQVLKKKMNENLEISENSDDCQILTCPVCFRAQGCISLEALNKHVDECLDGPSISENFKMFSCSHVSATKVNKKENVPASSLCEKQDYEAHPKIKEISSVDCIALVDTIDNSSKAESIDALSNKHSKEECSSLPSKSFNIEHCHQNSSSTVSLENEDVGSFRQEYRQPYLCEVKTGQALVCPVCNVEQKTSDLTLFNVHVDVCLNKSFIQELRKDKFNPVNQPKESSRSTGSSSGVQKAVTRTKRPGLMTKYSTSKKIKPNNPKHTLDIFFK
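Pol kappa 10 nM + cpd, 15 min RT; start w/ substrate 50 nM final; fluorescence kinetic read, 0 and 10 min. Neg ctrl: buffer, no enzyme.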
BLM inh: Bloom syndrome helicase (human) inhibition; P54132; recombinant BLM DNA unwinding, fluorescence dequenching; Potency, µM (top dose mostly 56.1 µM), inactives show top-dose activity change, negative = inhibition, most hits filed as inhibitors; 0.2% of 350,000 active; AID 2528;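 also: potency is read from the fitted curve at half-maximal effect; plate controls were vehicle for no effect and no enzyme for full effect; nearly all actives have a fitted effect of over 35% in size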
Glioma ERSR ind: ER stress response induction in glioma | U87-MG GRP78 promoter luciferase reporter, 16 h | Potency, µM, without a hit: top-dose activation, hits mostly activators | 0.02% of 420,000 active; also: potency is read from the fitted curve at half-maximal effect; series mostly up to about 76 µM; % of control where 0% means no effect; nearly all actives have a fitted effect of over 35% in size
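Stably transfected U87-MG human glioma cells carrying a GRP78-based luminescent sensor were seeded at 1000 cells/well, pin-dosed with compounds and incubated 16 h. Luciferase reagent was then added, and end-point luminescence was read after 10 min at room temperature.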
POLH inh: DNA polymerase eta (human) inhibition | recombinant Pol eta, fluorescent DNA replication assay | Potency, µM (series often up to 114 µM), for inactives: at the top dose activity change, negative = inhibition, hits mostly inhibitors | 1.2% of 390,000 active | AID 588591; also: potency is read from the fitted curve at half-maximal effect; % is scaled to controls: 0 for no effect and ±100 for the full control effect
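Fluorescent replication assay: 50 nM final substrate added after a 15 min room-temperature compound preincubation with 10 nM enzyme. Signal taken at 0 min and again at 10 min.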
Apoferritin bind: binds horse apoferritin like a general anesthetic. P02791. apoferritin/1-aminoanthracene competitive binding, fluorescence. Potency, µM (titrated, usually from 77.5 µM), without a hit: at the top dose activity change, negative = displacement, actives largely listed as inhibitors. 0.074% of 350,000 active. AID 485281; also: potency is read from the fitted curve at half-maximal effect; % is scaled to controls: 0 for no effect and ±100 for the full control effect; nearly all actives have a fitted effect of over 20% in size
Target sequence (P02791 2-175 limits assumed): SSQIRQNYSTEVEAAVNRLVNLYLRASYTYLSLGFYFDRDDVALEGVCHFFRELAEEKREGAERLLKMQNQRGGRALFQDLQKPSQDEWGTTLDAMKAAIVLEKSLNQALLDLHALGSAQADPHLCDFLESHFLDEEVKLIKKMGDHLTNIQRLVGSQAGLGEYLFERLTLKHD
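Concentration-response curves derived by four-parameter Hill fitting of normalized fluorescence, where compounds displaced 1-AMA from 10 uM horse apoferritin following a brief 10 min room-temperature incubation; propofol titration acted as positive control.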
Pol beta inh: DNA polymerase beta (human) inhibition; AID 485314; Potency, µM (titrated, usually from 114 µM), for the others: at the highest dose activity change, negative = inhibition, actives largely listed as inhibitors; Pol beta primer extension/strand displacement, fluorescence kinetic; 1.3% of 340,000 active; P06746; also: potency is read from the fitted curve at half-maximal effect; % is scaled to controls: 0 for no effect and ±100 for the full control effect
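Pol beta (10 nM) and compounds were preincubated 15 min at room temperature, then 50 nM substrate (final) started primer extension/strand displacement. Reads were taken at 0 and 10 min; concentration-response data were fitted to a four-parameter Hill equation.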
* marks the source's active call; other numbers are inactive results; ? = inconclusive; nt = not tested or not shown; & = joins results of further samples; [ ] = another dose, or the depositor's remark. Unless noted, calls follow the shape of the dose curve; as a rule, active = well fitted curve in the direction sought with a large enough effect; inconclusive = small, poorly fitted or top-dose-only effect, or another doubt; inactive = no such curve, though single readings can be large; an effect the other way counts as inactive or inconclusive. This is a subset; count on the stated rates, not on these rows.

Fields – POLI inh | LDHA inh | APEX1 inh | Pol kappa inh | BLM inh | Glioma ERSR ind | POLH inh | Apoferritin bind | Pol beta inh
> Cc1ccc(-c2nnc(CCC(=O)NCc3csc(C)n3)o2)s1
  8% | -6 | 3% | -2% | 0% | -5% | -1% | 4% | 0%
> COC(=O)Cc1cc(=O)n2[nH]c(C(F)(F)F)nc2n1
  -4% | -1 | 5% | 0% | -3% | -6% | -6% | -3% | 22%
> CC1=CC(C)(C)[N+](C)(C)c2ccc(C)cc21
  11% | -18 | ? | -11% | -4% | -4% | -4% | -5% | 1%
> O=C(c1ccccc1)c1ccc(Oc2ccc([N+](=O)[O-])cc2[N+](=O)[O-])cc1
  21% | -3 | nt | -8% | nt | 13% | -23% | nt | nt
> Cc1nn(C)c(C)c1NC(=O)COc1ccccc1C#N
  117%[activator] | -4 | 8% | 0% | nt | 1% | -2% | nt | nt
> O=c1c2ccccc2cnn1Cc1nnc(-c2cccs2)o1
  ? | 1 | 58% | -9% | -10% | 0% | -7% | -4% | 45µM*
> C=CCN1C(=O)/C(=C\c2ccc(OC(=O)c3ccco3)c(OC)c2)SC1=S
  25% | -1 | 3% | -10% | -13% | 3% | -24% | -11% | 0%
> CCN1CCCC1CNC(=O)Cn1cc2c(n1)CCC(C)C2 (stereo not given)
  -12% | -7 | 0% | 2% | 0% | 0% | -17% | -2% | 1%
> O=C(O)c1ccc2nc(CO)[nH]c2c1
  ? | 21&3 | 10% | -10% | -5% | -6% | 10% | -3% | -1%
> O=C(NCCSc1c[nH]c2ccccc12)c1ccco1
  18% | 4 | -7% | 6% | -4% | 2% | -17% | -7% | 3%
> CSCCC(NC(N)=O)C(=O)NCc1ccccc1Cl (stereo not given)
  20% | -3 | -1% | -3% | -4% | -3% | -15% | -15% | -24%
> CCNc1nc(OC)nc(Oc2ccc(=O)[nH]n2)n1
  -6% | 5 | nt | -16% | 0% | -3% | -8% | 3% | -4%
> CC(Nc1cc(N2CCN(S(=O)(=O)N(C)C)CC2)ccc1[N+](=O)[O-])c1ccccc1 (stereo not given)
  40% | -7 | -2% | -6% | -2% | -5% | -19% | -12% | -7%
> Cc1c(CNC2CCC(C)CC2)c(C(=O)O)c(C)n1Cc1ccccc1F (stereo not given)
  18% | -5 | nt | -8% | 1% | 10% | -18% | 0% | 1%
> CCOC(=O)C1(C)NC(c2ccco2)C2C(=O)N(c3ccc(C)cc3)C(=O)C21 (stereo not given)
  12% | -9 | 2% | 2% | -2% | -4% | 1% | -5% | -27%
> CCCCC(CC)C(=O)Nc1cccc(SC)c1 (stereo not given)
  18% | -4 | 1% | 0% | -5% | -2% | -15% | ? | 2%
> CC(C)CCNC(=O)NC(=O)COC(=O)/C=C/c1cc(Br)ccc1F
  3% | -11 | 1% | -2% | 1% | 4% | 0% | -15% | -28%
> COC(=O)c1sc2cccc(F)c2c1S(=O)(=O)N1CCN(c2cccc(C)c2)C(C)C1 (stereo not given)
  5% | 6&0 | nt | -3% | -9% | 1% | -24% | -15% | 1%
> CC(=O)N1CSCC1C(=O)N1CCN(c2ccc(N3CCOCC3)nn2)CC1 (stereo not given)
  37%[activator] | -7 | 11% | -16% | 0% | -3% | -12% | 86%[activator] | 34%
> Cc1cc(O)c(C(C)C)cc1NC(=O)c1cccc(Cl)c1
  12% | 0 | -6% | -16% | -4% | -3% | -13% | -19% | ?
> Cc1ccc(S(=O)(=O)N(C)C)cc1NC(=O)COC(=O)CN1C(=O)c2ccccc2C1=O
  -5% | -2 | -4% | -15% | nt | -3% | -6% | nt | nt
> CCC(=O)N1CCc2cc(CNC(=O)Nc3cc(C)ccc3C)ccc21
  -1% | -15 | nt | -13%[60.1 µM] | -3% | -5% | -7% | -9% | 3%
> CCOc1ccc(C(=O)Nc2c(C(=O)N3CCN(c4ccccc4F)CC3)oc3ccccc23)cc1
  -24% | 6 | nt | 0% | -7% | -3% | 7% | -17% | 10%
> COc1ccccc1CC(NC(C)=O)C(=O)N1CCN(C(=O)c2cccs2)CC1 (stereo not given)
  -14% | -3 | 2% | -1% | 1% | -4% | -12% | 6% | 17%
> CCC(=O)Nc1ccc(C)cc1-c1nc2ccccc2n(CC(=O)Nc2ccccc2Cl)c1=O
  12% | -8 | nt | -8% | -5% | -5% | -13% | -13% | 0%
> Cc1cc(NC(=O)/C(C#N)=C\c2ccc(-c3ccc(SC(F)F)cc3)o2)n(-c2ccccc2)n1
  10% | -4 | nt | -6% | nt | -4% | -26% | nt | nt
> CCCCN(Cc1ccccc1)C(=O)C1CCN(Cc2sccc2C)CC1
  61%[activator] | -16 | 9% | -3% | 4% | -3% | -26% | -11% | ?
> CC(C)C(=O)Nc1cccc(-c2nc3ccccc3c(=O)o2)c1
  -1% | -9 | -2% | 1% | 0% | -5% | 0% | -5% | -9%
> Cc1ccc(S(=O)(=O)N2CCOCC2)cc1NC(=O)COC(=O)c1ccc2c(c1)OCCO2
  7% | -2 | -6% | 0% | 1% | -3% | -12% | -7% | 15%
> COc1ccc(S(=O)(=O)NCc2ccc(C(=O)NCc3cccnc3)cc2)cc1
  nt | nt | ? | nt | -3% | nt | nt | -9% | 16%

An excerpt of the results above:
Fields – POLI inh | LDHA inh | APEX1 inh | Pol kappa inh | BLM inh | Glioma ERSR ind | POLH inh | Apoferritin bind | Pol beta inh
> CCCCC(CC)C(=O)Nc1cccc(SC)c1 (stereo not given)
  18% | -4 | 1% | 0% | -5% | -2% | -15% | ? | 2%
> CC(C)CCNC(=O)NC(=O)COC(=O)/C=C/c1cc(Br)ccc1F
  3% | -11 | 1% | -2% | 1% | 4% | 0% | -15% | -28%
> COC(=O)c1sc2cccc(F)c2c1S(=O)(=O)N1CCN(c2cccc(C)c2)C(C)C1 (stereo not given)
  5% | 6&0 | nt | -3% | -9% | 1% | -24% | -15% | 1%
> CC(=O)N1CSCC1C(=O)N1CCN(c2ccc(N3CCOCC3)nn2)CC1 (stereo not given)
  37%[activator] | -7 | 11% | -16% | 0% | -3% | -12% | 86%[activator] | 34%
> Cc1cc(O)c(C(C)C)cc1NC(=O)c1cccc(Cl)c1
  12% | 0 | -6% | -16% | -4% | -3% | -13% | -19% | ?
> Cc1ccc(S(=O)(=O)N(C)C)cc1NC(=O)COC(=O)CN1C(=O)c2ccccc2C1=O
  -5% | -2 | -4% | -15% | nt | -3% | -6% | nt | nt
> CCC(=O)N1CCc2cc(CNC(=O)Nc3cc(C)ccc3C)ccc21
  -1% | -15 | nt | -13%[60.1 µM] | -3% | -5% | -7% | -9% | 3%
> CCOc1ccc(C(=O)Nc2c(C(=O)N3CCN(c4ccccc4F)CC3)oc3ccccc23)cc1
  -24% | 6 | nt | 0% | -7% | -3% | 7% | -17% | 10%

Carrying on:
Fields – POLI inh | LDHA inh | APEX1 inh | Pol kappa inh | BLM inh | Glioma ERSR ind | POLH inh | Apoferritin bind | Pol beta inh
> COc1ccc(-c2ccc3c(N)c(C(=O)NC(C)C)sc3n2)cc1OC
  46%[activator] | 6 | -4% | -24% | -6% | 3% | ? | -3% | ?
> O=C(CN1CCOCC1)Nc1ccc(Cl)c(Cl)c1
  -11% | -4 | 15% | 11% | -2% | -1% | -8% | -8% | -11%
> COC(=O)c1ccc2c(=O)[nH]c(CCl)nc2c1
  ? | 4 | 0% | 11% | 4% | ? | -12% | -4% | 0%
> CNS(=O)(=O)c1ccc(NC(=O)C2CC(=O)N(c3ccc(Cl)cc3)C2)cc1 (stereo not given)
  92%[activator] | -3 | -1% | -18% | -2% | -3% | 8% | -4% | 24%
> COCCn1c(C)cc(/C=C(\C#N)C(=O)OCC(=O)N(C)c2c(N)n(Cc3ccccc3)c(=O)[nH]c2=O)c1C
  9% | 1 | 15% | -7% | nt | 1% | -3% | nt | nt
> CCCCc1cc(=O)oc2cc(OCC(=O)NCCN3CCOCC3)ccc12
  29% | -3 | 16% | -3% | 4% | -1% | -8% | -3% | 13%
> CO/N=C(/CNC(=O)c1ccccc1Cl)c1ccc(Cl)cc1
  11% | -6 | -6% | -12% | -4% | -1% | -9% | -13% | -8%
> CCOC(=O)/C(=N/Nc1ccc(OC)cc1)Sc1nnc(CCc2ccccc2)n1-c1ccccc1
  65%[activator] | -1 | 5% | -4% | -1% | -2% | -27% | ? | ?
> COc1ccc(Nc2ncnc3onc(C)c23)c(OC)c1
  -3% | -3 | nt | 0% | -4% | -2% | 2% | 66%[activator] | 1%
> O=C(Cc1ccccc1)N1CCN(c2ncccn2)CC1
  -5% | -2 | -3% | -6% | 4% | 1% | -7% | -3% | 5%
> O=C(CSc1ccccc1F)NCCN1C(=O)CSC1=O
  14% | -2 | 10% | 2% | nt | -1% | -20% | nt | nt
> Cc1ccc(OCC(=O)Nc2oc(-c3ccccc3)c(-c3ccccc3)c2C#N)cc1
  6% | -6 | nt | -9% | nt | -6% | -14% | nt | nt
> COc1ccc(C2Nc3ccccc3C(=O)N2c2ccc(C)cc2)cc1Cn1nc(C)c([N+](=O)[O-])c1C (stereo not given)
  -3% | -7 | 8% | -3% | -1% | 3% | 8% | -13% | 11%
> CCCN1CCC(NC(=O)CC2C(=O)NCCN2Cc2ccccc2C)CC1 (stereo not given)
  32%[activator] | 2 | 37% | -9% | -3% | 2% | 0% | -9% | 11%
> COc1ccc(OCCOC(=O)c2nc3nccc(C)n3n2)cc1
  38%[activator] | -1 | -1% | 5%[60.1 µM] | -3% | -1% | -12% | -3% | 12%
> Cc1ccc(-c2cc(C(=O)Nc3ccccc3C)c3ccccc3n2)o1
  0% | -10&5 | -1% | -8% | -11% | -4% | ? | -9% | 10µM*
> CCNC(=S)N1CCCC(C(N)=O)C1 (stereo not given)
  94%[activator] | -5 | -2% | -9% | 1% | -6% | -3% | 2% | -2%

High-throughput results deposited in PubChem BioAssay by National Center for Advancing Translational Sciences (NCATS).
